# GluA2 TARP mod: modulators of AMPA receptor GluA2-stargazin complexes; O88602+P19491; HEK293 GluA2+stargazin, membrane potential dye (FDSS), glutamate EC50; hits were called plate by plate, in both directions; calls only at 30 µM; 40,000 compounds, 3.5% hits; AID 1259245;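 active = any of four per-well response measures lying three or more SD from its plate-wide compound average, in either direction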
# Target sequence (O88602 whole entry, looked up): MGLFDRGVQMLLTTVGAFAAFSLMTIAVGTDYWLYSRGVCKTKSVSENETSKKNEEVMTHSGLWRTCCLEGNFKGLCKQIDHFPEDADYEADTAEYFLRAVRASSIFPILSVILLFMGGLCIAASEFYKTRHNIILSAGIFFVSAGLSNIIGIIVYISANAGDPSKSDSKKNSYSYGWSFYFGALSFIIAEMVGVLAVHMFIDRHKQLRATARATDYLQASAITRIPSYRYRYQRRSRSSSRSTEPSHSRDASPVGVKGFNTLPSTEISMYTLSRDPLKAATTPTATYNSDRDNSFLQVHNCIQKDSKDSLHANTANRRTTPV
# Target sequence (P19491 whole entry, looked up): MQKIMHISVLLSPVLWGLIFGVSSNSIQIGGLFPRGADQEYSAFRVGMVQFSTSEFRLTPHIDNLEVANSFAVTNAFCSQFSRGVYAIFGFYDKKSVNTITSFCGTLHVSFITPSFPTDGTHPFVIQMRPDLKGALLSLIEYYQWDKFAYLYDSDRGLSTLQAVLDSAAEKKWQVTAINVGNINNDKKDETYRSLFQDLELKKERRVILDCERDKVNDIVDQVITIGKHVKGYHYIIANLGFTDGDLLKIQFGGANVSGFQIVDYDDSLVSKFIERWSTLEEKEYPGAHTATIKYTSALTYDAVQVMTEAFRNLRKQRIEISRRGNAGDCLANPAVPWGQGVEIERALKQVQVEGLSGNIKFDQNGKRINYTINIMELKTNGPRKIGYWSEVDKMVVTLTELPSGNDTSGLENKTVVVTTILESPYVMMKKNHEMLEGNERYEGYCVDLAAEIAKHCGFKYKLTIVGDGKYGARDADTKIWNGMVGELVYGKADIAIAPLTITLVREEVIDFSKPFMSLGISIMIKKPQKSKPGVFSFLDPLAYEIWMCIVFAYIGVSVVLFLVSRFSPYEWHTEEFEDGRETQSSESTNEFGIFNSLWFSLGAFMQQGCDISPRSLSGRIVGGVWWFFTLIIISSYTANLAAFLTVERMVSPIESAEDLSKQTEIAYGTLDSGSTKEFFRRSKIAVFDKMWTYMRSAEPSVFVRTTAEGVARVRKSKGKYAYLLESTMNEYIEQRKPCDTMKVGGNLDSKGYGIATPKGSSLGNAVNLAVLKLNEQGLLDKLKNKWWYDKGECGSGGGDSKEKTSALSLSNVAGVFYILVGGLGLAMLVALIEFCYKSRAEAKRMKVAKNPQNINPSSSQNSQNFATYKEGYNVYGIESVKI
# GluA2 TARP mod agonism max-min: also measured in GluA2 TARP mod; calls as there; compound max-min signal; compound-alone response (agonism);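 unitless range of fluorescence divided by baseline over first 100 seconds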
# GluA2 TARP mod glutamate slope: further read-out of GluA2 TARP mod, marked with its call; glutamate slope, % of max; measured here: glutamate response slope, % max;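 scaled per plate between vehicle wells and maximal 1 mM glutamate control wells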
# * marks the source's active call; other numbers are inactive results; i = inactive; + = active, no number; & = joins results of further samples. This is a subset; rates above refer to the full screens.
GluA2 TARP mod,SMILES,GluA2 TARP mod agonism max-min,GluA2 TARP mod glutamate slope
i,Cn1c(-c2ccccc2)nn(CCNC(=O)c2cc(=O)c3ccccc3o2)c1=O,0.14,56
i,CCCCn1c(=O)c2c(nc3n2CCCCN3c2ccc(CC)cc2)n(C)c1=O,0.12,60
+,CCOc1ccc(-n2nnnc2SC(C)C(=O)Nc2cccc(OC)c2)cc1 (stereo not drawn),0.084*,3.8*
i,COc1ccc(N2CCN(S(=O)(=O)CCCNC(=O)c3ccccc3F)CC2)cc1,0.082,52
i,COc1cc(C(=O)NCC(c2ccc(F)cc2)N2CCOCC2)c([N+](=O)[O-])cc1OC (stereo not drawn),0.12,69
i,O=C(Nc1cccs1)N1CCN(c2cc(N3CCOCC3)ncn2)CC1,0.15,61
i,Cc1ccc2nc(NC(=O)C3CCCN(c4ccc(-n5cccn5)nn4)C3)sc2c1 (stereo not drawn),0.1,63
i,O=S(=O)(c1ccc(C2CCCCC2)cc1)N1CCC(Cc2ccccc2)CC1,0.056,44
i,CC(C)(NC(=O)c1cccs1)C(=O)N1CCN(c2ccccc2)CC1,0.13,48
i,Cc1cc(Cl)cc2sc(NC(=O)c3ccn(C)n3)nc12,0.12,45
i,CC(C)Oc1cccc(N2CCn3c2nc2c3c(=O)n(C)c(=O)n2C)c1,0.14,69
i,COc1cccc(OC)c1C(=O)Nc1ccc(N2CCCCC2=O)c(C)c1,0.094,45
i,Cc1ccc(NC(=O)C2CCN(c3cnc4ccccc4n3)CC2)cc1Cl,0.077,79
i,CCOc1ccc(-n2nnnc2SCC(=O)Nc2cc(C)ccc2C)cc1,0.067&0.037,52&109
i,Clc1ccccc1CN1CCC(c2nnc(-c3ccco3)o2)CC1,0.06,54
i,COc1cc(OC)cc(C(=O)Nc2ccc3scnc3c2)c1,0.067,49
i,O=C1CCc2cc(S(=O)(=O)N3CCCCCC3)cc3c2N1CC3,0.084,45
i,CCOc1cn(-c2ccc(F)cc2)nc1C(=O)NCCOC,0.12,62
i,COc1cccc(CNS(=O)(=O)CCCOc2ccc3c(c2)OCO3)c1,0.12,60
i,O=C(Nc1ccc(N2CCCC2=O)cc1)c1cccc(C(F)(F)F)c1,0.08,46
i,CCc1ccc(-n2c(-c3ccccc3)cn3c4c(=O)n(CCOC)c(=O)n(C)c4nc23)cc1,0.1,76
i,O=C(NCCn1ncc2c(N3CCOCC3)ncnc21)C1(c2ccccc2)CCOCC1,0.092,68
i,CC(C)(C)NC(=O)N1CCC(CNC(=O)C(=O)NCCC2=CCCCC2)CC1,0.11,61
i,Cc1nc(-c2cccs2)c(CCC(=O)N2CCN(c3cccc(Cl)c3)CC2)s1,0.081,72
i,Cc1csc(CCc2nc(C)cs2)n1,0.072,25

GluA2 TARP mod,SMILES,GluA2 TARP mod agonism max-min,GluA2 TARP mod glutamate slope
i,O=C(Nc1cc(-c2ccco2)nn1-c1nc2c(c(=O)[nH]1)CCCC2)C12CC3CC(CC(C3)C1)C2,0.067,60
i,COc1ccccc1-n1nnc(C(=O)Nc2ccccc2C#N)c1C,0.082&0.04,59&104
i,CCCCN1C(=O)CCc2cc(NC(=O)c3ccc(OC)c(OC)c3OC)ccc21,0.096,45
i,COc1ccc(S(=O)(=O)N2CCCOC2CNC(=O)C(=O)NC2CCCC2)cc1OC (stereo not drawn),0.098,65
i,O=C1CN(C(=O)c2nc(-c3cnccn3)no2)CCN1,0.15,63
i,CCOc1ccc(-n2nnc(C(=O)Nc3ccccc3C(F)(F)F)c2N)cc1,0.11,56
i,COc1cc(C)c(C)cc1S(=O)(=O)NCC1CCN(C)CC1,0.061,28
i,O=C(NCCCO)C(=O)Nc1ccc(Cl)c(N2CCCS2(=O)=O)c1,0.074,94
i,COCCn1c(Sc2nc3ccccc3[nH]2)nc2c1c(=O)[nH]c(=O)n2C,0.038,36
i,O=C(COc1ccc(F)cc1)NCC1CCN(c2ccccn2)CC1,0.046,46
i,COc1ccc(CCC(=O)NCC2CCN(C(=O)/C=C/c3ccco3)CC2)cc1,0.07,47
i,Cn1cccc(C(=O)NCC2CCN(C(=O)Nc3ccc(F)cc3)CC2)c1=O,0.047,52
i,CCS(=O)(=O)N1CCCc2cc(NS(=O)(=O)c3ccc(C)cc3)ccc21,0.06,55
i,COc1ccc(SCCC(=O)N(CCCN2CCOCC2)c2nc3c(C)cccc3s2)cc1,0.08,68
i,O=C(COc1ccc(Cl)cc1)N1CCN(c2ccc(-c3ccccc3)nn2)CC1,0.077,54
i,Nc1ccccc1C(=O)NCC1CCCO1 (stereo not drawn),0.097,55
i,CCc1cccc2sc(N(Cc3ccccn3)C(=O)Cc3ccc(S(=O)(=O)CC)cc3)nc12,0.062,75
i,O=C(Nc1ccc(Oc2ccccc2)cc1)C(=O)Nc1nc2ccccc2s1,0.084,60
i,COc1ccc(Cl)cc1S(=O)(=O)NCC1CCN(C(=O)c2ccccc2F)CC1,0.1,34
i,CCCOc1ccc(S(=O)(=O)Nc2ccc3c(c2)CCC(=O)N3Cc2ccccc2)cc1,0.061,40
i,O=C1/C(=C/c2cc(Br)cc3c2OCOC3)Oc2cc(O)ccc21,0.11,67
i,Cc1ccc(CNC(=O)Cn2c(=O)n(-c3cccc(C)c3)c(=O)c3c2c2cc(C)ccc2n3C)cc1,0.062,39
i,CSc1ccc(CC(=O)Nc2cccc(-c3nc4ccccc4[nH]3)c2)cc1,0.13,61
i,COc1cn(CC(=O)Nc2ccc(F)cc2)c(CSc2nccn2C)cc1=O,0.047,61
i,CCOC(=O)c1c(C)[nH]c(C(=O)/C(C#N)=C\c2ccco2)c1C,0.15,61

GluA2 TARP mod,SMILES,GluA2 TARP mod agonism max-min,GluA2 TARP mod glutamate slope
i,Cc1nnc2ccc(N3CCN(C(=O)COc4cccc(Cl)c4)CC3)nn12,0.083,30
i,Cn1cc(C(=O)N2CCCCCC2)cc(NC(=O)c2ccco2)c1=O,0.076,63
i,O=C(NCCNC(=O)c1ccc(NC(=O)C2CC2)cc1)Nc1cccs1,0.08,38
i,CC(C)N1CCC(CNS(=O)(=O)c2ccc(-c3ccccc3)cc2)CC1,0.071,51
i,CC(=O)Nc1cccc(NC(=O)Nc2cn(C)c3ccccc23)c1,0.11,63
i,O=C(c1ccccc1Cl)N1CCN(c2ccc(N3CCCCCC3)nn2)CC1,0.064,43
i,Cc1nnsc1C(=O)Nc1cc(-c2ccco2)nn1CCO,0.1,63
i,CC1CC(=O)Nc2c1c(NC(=O)c1ccc(=O)n(C)n1)nn2C (stereo not drawn),0.11,45
i,COc1ccc(NC(=O)NCCNc2cc(-n3ccnc3C)ncn2)c(C)c1,0.11,64
i,COc1cc(C(C)=O)ccc1OCC(O)CNC1CCCCCC1 (stereo not drawn),0.064,90
i,O=C(Nc1cc(F)ccc1F)c1ccc(S(=O)(=O)NCc2cccs2)o1,0.097,62
i,CCNC(=O)C1Cc2ccccc2N1C(=O)C(=O)c1c(C)[nH]c2ccccc12 (stereo not drawn),0.053,50
+,CCN(C(=O)Cn1cc(-c2ccccc2)c(N2CCOCC2)n1)c1cccc(C)c1,0.066*,76*
i,CCOC(=O)c1sc(NC(=O)Cc2ccc(OC)cc2)nc1-c1ccccc1,0.099,58
i,O=C(Cn1nc(-c2ccncc2)ccc1=O)N1CCN(c2ccc(C(F)(F)F)cn2)CC1,0.097,64
i,O=C(NCC1(c2ccccc2)CCOCC1)C(=O)Nc1ccc(F)c(Cl)c1,0.14,53
i,O=C(NCCn1ncc2c(N3CCN(c4ccccc4)CC3)ncnc21)c1cccs1,0.048,68
i,O=C(CSc1ccc(-c2ccccc2)nn1)Nc1ccccc1[N+](=O)[O-],0.1,63
i,COc1cccc(N2CCCn3c2nc2c3c(=O)n(Cc3ccc(Br)cc3)c(=O)n2C)c1,0.087,31
i,COc1ccccc1NC(=O)N1CCC(CNC(=O)C(=O)Nc2ccc3c(c2)OCCO3)CC1,0.087,58
i,CN(C1CCCC1)S(=O)(=O)c1ccc(C(=O)Nc2nc3c(s2)COc2ccccc2-3)cc1,0.059,43
i,CNC(=O)CSc1nc(-c2ccccc2)c(NC(=O)c2ccc(F)cc2F)s1,0.073,55
i,Cc1ccc(N2CCN(C(=O)Cc3noc4ccccc34)CC2)nn1,0.12,56
i,COCC(C)NC(=O)c1cc2c(=O)n3ccccc3nc2n1Cc1ccccc1 (stereo not drawn),0.12,66
i,CCC(C(=O)Nc1cccc(-c2cnc3n2CCC3)c1)c1ccccc1 (stereo not drawn),0.11,62

# Sorted by number of heavy atoms (ascending): 13 of the compounds above.
GluA2 TARP mod,SMILES,GluA2 TARP mod agonism max-min,GluA2 TARP mod glutamate slope
i,Cc1csc(CCc2nc(C)cs2)n1,0.072,25
i,O=C1CN(C(=O)c2nc(-c3cnccn3)no2)CCN1,0.15,63
i,COc1cc(C)c(C)cc1S(=O)(=O)NCC1CCN(C)CC1,0.061,28
i,CCOC(=O)c1c(C)[nH]c(C(=O)/C(C#N)=C\c2ccco2)c1C,0.15,61
i,O=C(NCCCO)C(=O)Nc1ccc(Cl)c(N2CCCS2(=O)=O)c1,0.074,94
i,CC(C)(NC(=O)c1cccs1)C(=O)N1CCN(c2ccccc2)CC1,0.13,48
i,O=C(CSc1ccc(-c2ccccc2)nn1)Nc1ccccc1[N+](=O)[O-],0.1,63
i,Cc1ccc(NC(=O)C2CCN(c3cnc4ccccc4n3)CC2)cc1Cl,0.077,79
i,O=S(=O)(c1ccc(C2CCCCC2)cc1)N1CCC(Cc2ccccc2)CC1,0.056,44
i,O=C(COc1ccc(Cl)cc1)N1CCN(c2ccc(-c3ccccc3)nn2)CC1,0.077,54
i,COc1ccc(N2CCN(S(=O)(=O)CCCNC(=O)c3ccccc3F)CC2)cc1,0.082,52
i,O=C(NCCn1ncc2c(N3CCOCC3)ncnc21)C1(c2ccccc2)CCOCC1,0.092,68
i,O=C(Nc1cc(-c2ccco2)nn1-c1nc2c(c(=O)[nH]1)CCCC2)C12CC3CC(CC(C3)C1)C2,0.067,60

# Next section:
GluA2 TARP mod,SMILES,GluA2 TARP mod agonism max-min,GluA2 TARP mod glutamate slope
i,CCOC(=O)c1ccc(NC(=O)C2CCCN(S(C)(=O)=O)C2)cc1 (stereo not drawn),0.11,36
i,Cc1ccc([N+](=O)[O-])cc1NC(=O)c1ccc(=O)n(Cc2ccccc2Cl)c1,0.085,65
i,COC(=O)C1=C(CS(=O)(=O)c2ccc(C(C)(C)C)cc2)NC(=O)NC1c1ccc(Cl)cc1 (stereo not drawn),0.085,68
i,CCOCCn1c(C2CC(=O)N(Cc3ccccc3)C2)nc2ccccc21 (stereo not drawn),0.052,12
+,C=CCSc1ccnc2c1c(=O)n(C)c(=O)n2C,0.15*,59*
i,COc1ccc(N2CC(C)Cn3c2nc2c3c(=O)n(CC(C)=O)c(=O)n2C)cc1 (stereo not drawn),0.12,72
i,O=C(c1cccc(C(F)(F)F)c1)N(CCN1CCOCC1)c1nc2ccccc2s1,0.062,41
i,CC(C)c1ccc(NC(=O)C(=O)NCC(c2ccco2)N(C)C)cc1 (stereo not drawn),0.056,96
i,CN(C)C(CNC(=O)C(=O)Nc1ccncc1)c1ccco1 (stereo not drawn),0.087,95
i,CCc1ccc(N2CC(c3nc4ccccc4n3CC(=O)OC(C)C)CC2=O)cc1 (stereo not drawn),0.074,72
i,Cn1nc(C2CCCN(C(=O)Cc3cccs3)C2)n(-c2ccccc2)c1=O (stereo not drawn),0.086,60
i,Cc1nc(-c2cccs2)c(CCC(=O)Nc2cccc(Cl)c2Cl)s1,0.084,40
i,CCOC(=O)CN1CCN(c2nc3c(c(=O)[nH]c(=O)n3C)n2Cc2ccc(C)cc2)CC1,0.057,-4
i,Cc1ccc(NC(=O)C(=O)NCC(c2cccc3ccccc23)N2CCOCC2)cc1Cl (stereo not drawn),0.11,71
i,O=C(Cc1cc(-c2ccc(F)cc2F)on1)Nc1ccon1,0.051,33
i,CCOC(=O)c1ccc(S(=O)(=O)N2CCN(c3ccc4nncn4n3)CC2)cc1,0.083,53
i,Cc1ccc(-c2cc(C(F)F)n3ncc(C(=O)NCc4c(C)nn(C)c4C)c3n2)cc1,0.047,54
i,COc1ccc(-c2cc(C(F)F)n3ncc(C(=O)Nc4cccc(Cl)c4C)c3n2)cc1,0.061,42
i,COCCNS(=O)(=O)c1ccc(C(C)(C)C)cc1,0.099,42
i,CCNC(=O)C1Cc2ccccc2N1C(=O)COc1cccc2c1OC(C)(C)C2 (stereo not drawn),0.044,44
i,O=C(NCc1ccccc1)C(=O)NCC1(O)CCCC1,0.071,58
i,COc1ccc(S(=O)(=O)CCCC(=O)Nc2sc3c(c2C(N)=O)CCCCC3)cc1,0.11,58
i,COc1ccc(S(=O)(=O)Nc2nc(CCC(=O)NCc3ccc(F)cc3)cs2)cc1,0.098,64
i,COc1cccc(NC(=O)C(C)N2C(=O)c3ccccc3S2(=O)=O)c1 (stereo not drawn),0.066,55
i,Cc1ccc(-n2ncc3c(=O)n(NC(=O)c4cccc(Cl)c4)cnc32)cc1,0.083,68

GluA2 TARP mod,SMILES,GluA2 TARP mod agonism max-min,GluA2 TARP mod glutamate slope
i,COc1ccc(-c2nc(S(=O)(=O)c3ccc(F)cc3)c(NCc3cccnc3)o2)cc1,0.15,50
i,O=C(NCCc1ccccc1)C(=O)NCCN1CCC(c2cccs2)CC1,0.077,61
i,Clc1ccccc1-n1ncc2c1ncn1nc(-c3ccncc3)nc21,0.11,57
i,CCC(=O)Nc1ccc(S(=O)(=O)NCCn2nc(-c3ccc(OC)cc3)ccc2=O)cc1,0.061,45
i,Cc1ccc(-c2ncc3c(SCC(=O)Nc4ccc(C(C)C)cc4)ncnc3n2)cc1,0.099,48
i,COc1ccc(S(=O)(=O)CCC(=O)Nc2nc3ccc4sc(C)nc4c3s2)cc1,0.15,66
i,Cc1cc(C(=O)NCCc2csc(-c3ccc(F)cc3)n2)c(C)o1,0.062,59
